GRK2 aptamer HTS: inhibitors of human GRK2 displacing RNA aptamer | inhibition of aptamer binding, % at 10 µM | P25098 | hit rate 0.59% among 330,000 | bead flow cytometry, FAM-aptamer displacement from GRK2;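 active = inhibition of aptamer binding above 40%, roughly 3 SD of noise, on plates passing a quality check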;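 also: median bead fluorescence of bound FAM aptamer so fluorescent compounds give negative values; no value below 0 was filed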
Target sequence (P25098 whole entry, looked up): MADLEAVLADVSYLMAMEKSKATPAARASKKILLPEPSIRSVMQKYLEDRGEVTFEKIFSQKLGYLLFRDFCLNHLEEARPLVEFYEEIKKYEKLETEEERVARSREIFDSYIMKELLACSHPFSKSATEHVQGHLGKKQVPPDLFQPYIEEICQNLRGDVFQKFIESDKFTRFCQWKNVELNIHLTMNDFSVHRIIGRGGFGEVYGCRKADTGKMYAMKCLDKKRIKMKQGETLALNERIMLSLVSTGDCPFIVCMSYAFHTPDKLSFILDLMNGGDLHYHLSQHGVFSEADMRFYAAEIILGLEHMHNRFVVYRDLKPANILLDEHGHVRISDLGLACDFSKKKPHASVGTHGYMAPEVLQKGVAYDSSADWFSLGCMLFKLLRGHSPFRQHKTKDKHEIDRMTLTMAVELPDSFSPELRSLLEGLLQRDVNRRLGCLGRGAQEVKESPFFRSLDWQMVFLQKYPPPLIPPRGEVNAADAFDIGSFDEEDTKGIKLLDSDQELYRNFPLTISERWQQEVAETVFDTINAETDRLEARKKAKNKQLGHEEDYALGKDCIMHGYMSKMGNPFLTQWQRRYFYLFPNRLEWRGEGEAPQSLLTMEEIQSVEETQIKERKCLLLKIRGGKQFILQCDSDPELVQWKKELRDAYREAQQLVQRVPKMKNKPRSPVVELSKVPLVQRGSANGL
VLA-4 inh: inhibition in a human VLA-4 binding assay | P13612 | VLA-4 expressing cells, ligand binding flow cytometry | inhibition, % (about 7 µM as worked out from the volumes in the protocol) | hit rate 0.2% among 330,000 | AID 2557; in the data active = inhibition above about 50%
Fam108B inh: blocks mouse Fam108B hydrolase in RBBP9 counter-screen | hit rate 0.33% among 300,000 | recombinant Fam108B, FP-Rh probe fluorescence polarization | AID 1947 | inhibition, % at 9.51 µM;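 active = inhibition above the screen mean inhibition plus 3 SD, computed separately per campaign, cut at about 18% in these data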;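 also: inhibitors lower polarization as less probe binds the enzyme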
AGP1-GFP MLPCN: modulators of TOR pathway AGP1-GFP in S. cerevisiae; S. cerevisiae AGP1-GFP multiplex flow cytometry, 3 h; GFP as percent of DMSO wells; GFP response vs DMSO, % at 10 µM; hit rate 0.02% among 320,000;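 active = GFP response relative to DMSO above a set limit, near screen average plus 3 SD, cut at about 150% in these data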;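 also: median GFP channel fluorescence of the gated AGP1 strain per well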
CIT2 TOR yeast: alters CIT2-GFP fluorescence in TOR pathway yeast screen; S. cerevisiae CIT2-GFP strain, flow cytometry, 3 h; 100 means same as DMSO wells; GFP response vs DMSO, % at 10 µM; hit rate 0.065% among 320,000; AID 2029;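 active = GFP response relative to DMSO above a set limit, near the screen mean plus 3 SD, cut at about 150% in these data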;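 also: ratio of well median GFP fluorescence to mean of DMSO wells on the plate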
MCL1 BIM primary: inhibitors of human MCL1 binding to BIM-BH3 peptide | Q07820 | GST-MCL1 / FITC-Bim-BH3 fluorescence polarization | inhibition, % at 10.9 µM | hit rate 0.68% among 320,000 | AID 2057;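 active = inhibition above the mean inhibition of all tested compounds plus 3 SD, set per campaign, cut at about 40% in these data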;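 also: 0% = DMSO wells and 100% = unlabeled Bim-BH3 peptide control; higher means more loss of mP so more displacement of Bim peptide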
Target sequence (Q07820 whole entry, looked up): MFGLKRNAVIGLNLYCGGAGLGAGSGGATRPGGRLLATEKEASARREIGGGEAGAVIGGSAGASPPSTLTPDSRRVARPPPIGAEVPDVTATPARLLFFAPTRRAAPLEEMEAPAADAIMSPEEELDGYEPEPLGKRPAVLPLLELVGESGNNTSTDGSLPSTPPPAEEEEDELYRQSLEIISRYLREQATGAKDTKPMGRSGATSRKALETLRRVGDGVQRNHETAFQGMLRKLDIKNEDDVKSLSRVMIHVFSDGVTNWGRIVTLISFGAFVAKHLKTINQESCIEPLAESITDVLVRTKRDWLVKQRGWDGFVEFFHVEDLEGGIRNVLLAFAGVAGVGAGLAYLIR
MEX-5 binding: C. elegans MEX-5 TCR-2 RNA binding activity | Q9XUB2 | MEX-5/FITC-TCR2 RNA binding, fluorescence polarization; active compounds read low | activity score (negative = inhibition of binding), % at 10 µM | hit rate 0.38% among 300,000 | AID 1832;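 active = inhibition past about -25% in most replicates, and total fluorescence under double the plate's negative control median, limit read from the data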;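 also: 0% = DMSO and -100% = 5 µM competing unlabeled TCR2 RNA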
BCLXL inh: blocks human Bcl-xL binding to Bim BH3 peptide. GST-Bcl-xL / FITC-Bim BH3 peptide fluorescence polarization. inhibition, % at 10.9 µM. hit rate 0.7% among 320,000;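 active = inhibition above the mean of all tested compounds plus 3 SD, cutoff set per campaign, cut at about 30% in these data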;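 also: 0% = DMSO wells and 100% = unlabeled Bim-BH3 peptide competitor; inhibitors lower millipolarization by displacing the labeled peptide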
GLD-1 TGE inh: GLD-1-TGE RNA interaction inhibition (C. elegans) | Q17339 | purified GLD-1 + fluorescein TGE RNA, fluorescence polarization | inhibition, % at 5.96 µM | hit rate 0.44% among 320,000;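 active = percent inhibition above a per-plate cutoff, the plate mean of test compounds plus 3 SD, cut at about 30% in these data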;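 also: 0% = DMSO wells with GLD-1 and probe and 100% = wells lacking GLD-1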
The depositor's hits bear a star; / = no result given; [ ] = remark or other dose.

entry	SMILES	Fam108B inh	GRK2 aptamer HTS	VLA-4 inh	GLD-1 TGE inh	MCL1 BIM primary	BCLXL inh	AGP1-GFP MLPCN	MEX-5 binding	CIT2 TOR yeast
1	COc1ccc(OCCCC(=O)OCC(=O)Nc2nnc(-c3ccccc3)o2)cc1	/	5	22	2	-1	1	109	/	102
2	CC(C)c1nc(=S)n(-c2ccccc2)[nH]1	0	1	17	-7	-4	-3	86	-0.8	85
3	O=C(NCC(c1ccco1)N1CCOCC1)c1ccc(C(F)(F)F)cc1 (stereo unspecified)	-1	0	13	1	-2	4	96	-1.8	97
4	COc1ccc(CN2C(=O)c3c(c(C)n(C)c3C)C2C(=O)NC2CCC(C)CC2)cc1 (stereo unspecified)	24*	1	2	-3	-4	2	93	0.0	96
5	CC(OC(=O)c1ccc(Cl)nc1)C(=O)Nc1ccc2c(c1)OCO2 (stereo unspecified)	/	0	5	7	5	-1	96	/	97
6	COc1ccc(CC(=O)Oc2ccc(F)cc2)cc1	1	0	7	7	5	2	99	0.6	99
7	O=[N+]([O-])c1ccc(OCC(O)CN(C2CCCCC2)C2CCCCC2)cc1 (stereo unspecified)	-1	0	11	1	5	3	98	/	100
8	Cc1cccc(Nc2nnc(SCC(=O)NC(=O)Nc3ccc4c(c3)OCCO4)s2)c1	-3	0	7	4	3	2	104	-2.5	100
9	Cc1cccc(C)c1NC(=O)NC1CCc2ccccc21 (stereo unspecified)	6	1	5	2	-4	5	96	2.1	95
10	Fc1cc(NC(=S)NCc2ccc(CNC(=S)Nc3ccc(Cl)c(F)c3)cc2)ccc1Cl	-48	4	5	3	0	7	107	-2.3	99
11	COc1ccccc1/C=N/NC(=O)CSc1cc(C)nc2ccccc12	-2	1	9	1	-4	4	97	0.5	96
12	O=C(NCc1ccc(-c2nc3ccccc3s2)cc1)c1cc2ccccc2o1	-10	7	26	7	8	4	/	1.2	/

Next part, starting with the last two of the part before.
entry	SMILES	Fam108B inh	GRK2 aptamer HTS	VLA-4 inh	GLD-1 TGE inh	MCL1 BIM primary	BCLXL inh	AGP1-GFP MLPCN	MEX-5 binding	CIT2 TOR yeast
11	COc1ccccc1/C=N/NC(=O)CSc1cc(C)nc2ccccc12	-2	1	9	1	-4	4	97	0.5	96
12	O=C(NCc1ccc(-c2nc3ccccc3s2)cc1)c1cc2ccccc2o1	-10	7	26	7	8	4	/	1.2	/
13	Cc1ccc(CNC(=O)/C=C/C(=O)O)cc1	0	2	1	4	7	10	92	-1.0	94
14	COc1ccc(CNc2nc3ccccc3n2CCN2CCCCC2)c(OC)c1	3	0	4	4	7	-2	108	0.7	85
15	O=C1C(=O)N(Cc2cccc([N+](=O)[O-])c2)c2ccccc21	-1	2	12	-3	11	8	96	2.9	100
16	O=C(CSc1nc(-c2ccccc2Cl)ns1)NCc1ccc2c(c1)OCO2	4	0	34	-6	9	63*	/	2.8	/
17	CCOc1ccc(-n2c(C)cc(/C=N/Nc3nc(C)cc(=O)[nH]3)c2C)cc1	3	0	0	-5	2	4	99	0.1	98
18	O=Cc1cnc2ccccc2c1-c1ccccc1	2	8	-4	-1	-5	0	95	2.8	94
19	CCn1c(=NC(=O)CSC(C)=O)sc2ccccc21	0	2	-5	3	7	-2	94	0.9	87
20	COC(=O)CSc1nccc(-c2ccc(F)cc2)c1C#N	0	3	2	2	-4	1	101	0.7	100
21	COc1ccc(NS(=O)(=O)c2ccc(Cl)c(C(=O)O)c2)cc1S(=O)(=O)N1CCCCC1	6	2	5	2	-3	8	95	-0.9	93
22	COc1ccc(S(=O)(=O)N2CCN(c3ccc(F)cc3)CC2)cc1C(=O)N1CCCC1	-4	1	-8	-4	5	0	95	1.2	100
23	COc1ccccc1NS(=O)(=O)c1cccc(C(=O)N2CC(C)OC(C)C2)c1 (stereo unspecified)	0	0	1	5	-4	4	103	3.1	103
24	COc1ccc(-n2nnnc2SCC(=O)NCc2cccs2)cc1	1	1	4	-5	4	7	116	0.1	104
25	CCCc1cc(C(=O)NC2CCCN(Cc3ccccc3F)C2)no1 (stereo unspecified)	1	0	-5	2	0	2	99	0.5	101
26	CN(Cc1cccnc1)C(=O)CC1C(=O)NCCN1Cc1ccc(-c2ccccc2)cc1 (stereo unspecified)	-2	0	-2	10	7	1	104	2.6	103
27	O=C(Nc1ccc2c(c1)oc1ccccc12)C1CC1	-7	3	7	3	-1	6	102	0.7	82
28	CCCc1nc(SCC(=O)N2CCCC2)c2ccccc2n1	1	1	5	6	8	2	114	2.3	/
29	C/C(=N/Oc1nc(C)cc(C)n1)c1ccc(F)cc1	-4	0	-7	0	0	2	98	-1.5	98
30	N#Cc1c(N2CCOCC2)nsc1-c1ccccc1	4	0	-2	-3	-6	0	110	0.3	108
31	Cc1ccc(-n2nc(C)c3c(C)c(CCC(=O)O)c(C)nc32)cc1	-3	5	7	9	0	-2	91	2.0	134
32	Cc1cc(Nc2ccccc2C(=O)O)nc2nc3ccccc3c(=O)n12	6	0	19	2	7	3	100	2.2	89
33	COc1ccc(S(=O)(=O)N2CCN(CC(=O)c3[nH]c(C)c(C(C)=O)c3C)CC2)cc1OC	/	3	-4	0	4	5	110	/	105
34	CN(c1ccccc1C(N)=O)S(=O)(=O)c1ccccc1	3	0	-13	1	5	4	97	1.6	97
35	CCCCc1c(C)nc2cc(-c3ccco3)[nH]n2c1=O	-1	0	16	7	-13	-11	99	-1.6	100
36	O=C(O)c1cc([N+](=O)[O-])ccc1N1CCC(Cc2ccccc2)CC1	0	6	4	3	0	3	98	-3.2	102
37	CCCOc1ccc(CNC(=O)Cc2cccs2)cc1	3	0	10	-4	0	0	100	1.4	103
38	CCC(C)NC(=O)CCC(=O)NNc1nc2ccccc2c2nc(C)nn12 (stereo unspecified)	3	1	7	-3	2	-1	100	-2.9	103
39	O=C(O)CCCC(=O)Nc1ccc(-n2ccc(C(F)(F)F)n2)cc1	-1	2	4	-3	6	5	102	2.5	99
40	Clc1ccc(-c2nnc(C3CCCCC3)o2)cc1	0	0	18	4	-8	-1	106	1.8	99
41	CC(=O)N(CN1C(=O)c2ccccc2C1=O)c1cccc(C)c1	-4	3	5	-7	8	-2	98	-0.6	93
42	Cn1c(SCC(=O)NC2CCCCC2)nnc1-c1ccccn1	0	3	17	0	-3	13	93	-1.1	95
43	O=S(=O)(c1cccc(C(F)(F)F)c1)N1CCC(O)(c2cccnc2)CC1	0	2	9	0	0	3	106	-2.1	/
44	Cc1cc(NC(=O)CN2CCCCC2C)no1 (stereo unspecified)	2	0	1	10	2	8	107	1.4	106
45	COc1cccc(N(C(=O)Cn2nnc(-c3cccs3)n2)C(C(=O)NC2CCCCC2)c2ccncc2)c1 (stereo unspecified)	-3	2	6	4	5	4	105	0.4	104
46	CCC(CC)Nc1ccc(C(CC(N)=O)NC(=O)Cc2ccc(Br)cc2)cc1[N+](=O)[O-] (stereo unspecified)	0	0	-5	-20	-42	-18	79	15	73
47	O=C(Cn1ncn2nc(-c3ccccc3)cc2c1=O)NCc1ccccn1	2	2	-4	12	1	0	78	0.6	102
48	COc1ccccc1CCNC(=O)C(=O)NCC1OCCN1S(=O)(=O)c1cc(F)ccc1F (stereo unspecified)	0	2	19	3	-1	1	102	-0.1	94
49	N#C/C(=C\c1cn(Cc2ccccc2F)c2ccccc12)C(=O)NCc1ccco1	-2	4	0	7	-4	3	105	-9.2	100
50	CC(=O)c1cc(C#N)c(N(C)Cc2ccccc2)nc1C	-1	1	9	4	-2	-2	92	-4.1	93
51	Cc1sc2ncnc(SCC(=O)NC3CCCC3)c2c1C	-2	0	9	3	-4	-1	94	-1.0	92
52	Cc1ccc(C(c2nnnn2C2CCCC2)N2CCN(c3nc4ccccc4s3)CC2)cc1 (stereo unspecified)	-3	0	0	3	10	7	106	2.1	108
53	COc1cc(C(=O)NNC(=O)CCOc2ccccc2)cc(OC)c1OC	/	0	14	-2	/	/	99	/	104
54	COC(=O)c1cccc(-n2[nH]nnc2=S)c1	-2	1	-18	5	-14	3	107	0.3	97
55	Cc1ccccc1Cn1cc(NC(=O)COc2ccccc2)cn1	-5	0	12	-2	2	5	102	-0.1	94
56	CC(=O)c1ccc(C(=O)N2CCCC(C(=O)c3ccc(Cl)cc3)C2)s1 (stereo unspecified)	-2	0	19	-3	1	1	92[may fluoresce red]	4.0	97[may fluoresce red]
57	Nc1cc(S(=O)(=O)N2CCCCC2)ccc1Oc1ccccc1	-3	3	3	1	3	9	102	-0.9	94
58	Cc1ccc2c(c1)N(C(C)C(=O)NCc1ccc3c(c1)OCO3)C(=O)CO2 (stereo unspecified)	0	2	1	7	1	1	102	-1.2	101
59	CC[C@H]1OC(=O)[C@H](C)[C@@H](O[C@H]2C[C@@](C)(OC)[C@@H](O)[C@H](C)O2)[C@H](C)[C@@H](O[C@@H]2O[C@H](C)C[C@H](N(C)C)[C@H]2O)[C@](C)(O)C[C@@H](C)C(=O)[C@H](C)[C@@H](O)[C@]1(C)O	-4	2	-18	9	6	6	111	1.7	122
60	Cn1c(=O)cc(OCCCC(=O)NCc2cccnc2)c2ccccc21	1	0	2	-7	6	6	102	-1.1	99
61	CC(=O)c1ccc(NC(=O)N2CCN(c3cccc(Cl)c3)CC2)cc1	4	0	13	-5	6	5	103	2.7	103
62	COC/C=C/C1=CC2=CC(=O)C(C)(OC(=O)c3cnc4ccccc4n3)C(=O)C2=CN1c1ccc(OC)cc1 (stereo unspecified)	3	4	2	7	14	12	86	-3.7	76
63	COc1ccc(C(=O)C2CCCN(C(=O)CCc3scnc3C)C2)c(C)c1 (stereo unspecified)	-2	5	9	5	0	2	100	-1.9	96
64	CC(=O)C1=C(O)C(=O)N(Cc2ccccc2)C1c1ccccc1F (stereo unspecified)	4	0	8	-2	3	5	102	1.1	99
65	CN1CCN(C2=C(Cl)C(=O)N(c3ccc(Cl)c(Cl)c3)C2=O)CC1	1	0	1	6	14	14	98	0.5	104
66	Cc1cc(C)n(CCCN2C(=O)c3cccc4cccc(c34)C2=O)n1	-3	4	-4	4	8	3	98	1.7	96
67	CCCCSc1nc2sc3c(c2c(=O)n1-c1ccc(C)cc1)CCN(C)C3	/	2	2	/	/	/	88	1.6	92
68	CCOc1ccc2oc(C(=O)N(CC)CC(=O)Nc3c(F)cccc3F)c(C)c2c1	-4	0	-2	-2	6	5	102	1.4	99
69	O=[N+]([O-])c1cc(-c2ccc(/C=N/n3cnnc3)o2)ccc1Cl	-2	2	-4	-4	13	1	94	-40*	104
70	CN1CCCN(C(=O)c2cc(=O)[nH]c3ccccc23)c2nc3ccccc3nc21	-2	0	1	2	4	6	109	-1.7	98
71	O=C(CSc1nnc(CNC(=O)c2c(F)cccc2F)o1)Nc1ccc2c(c1)OCO2	2	0	4	-6	0	0	110	2.1	113
72	CCOc1ccc(C(=O)NCC(=O)OCC(=O)Nc2nnc(-c3ccccc3)o2)cc1	/	0	-22	2	-4	-2	100	/	88
73	COCCNC(=O)c1nc2ccccc2s1	0	4	33	-1	9	3	82	0.9	91
74	O=C(Oc1ccc2ccc(OC(=O)N3CCOCC3)cc2c1)N1CCOCC1	-6	6	7	-3	-6	-1	112	-0.1	109
75	COc1ccc(CNC(=O)C/C(C)=N/NC(=O)COc2ccc(C)cc2Br)cc1	0	4	-11	2	3	3	102	-2.0	99

Bioassay records (PubChem BioAssay)
